# Compound activity (PubChem BioAssay)
# TCR CD3 inh – human TCR-CD3 binding inhibition; TAMRA-labeled TCR probe fluorescence, biochemical; hit rate 0.37% among 360,000; inhibition, % at 9.4 µM; in the data active = inhibition above about 19%;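 also: recombinant mutant TCR 2C K166C tagged with TAMRA read by polarization; 0% = receptor in buffer alone and 100% = receptor with positive control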
# PRMT1 inh – blocks human protein arginine methyltransferase 1 | inhibition, % at 2.79 µM | recombinant PRMT1, activity-based probe fluorescence polarization | AID 652257 | hit rate 1.3% among 370,000 | Q99873;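 active = inhibition above about 21% made by adding two undisclosed values, limit read from the data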
# ABHD4 inh – ABHD4 (mouse) inhibition, primary FP screen; Q8VD66; purified mABHD4, FP-Rh probe fluorescence polarization; inhibition, % at 8.92 µM; hit rate 0.54% among 370,000;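 active = inhibition exceeding the mean over every tested compound plus 3 SD, cut at about 30% in these data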;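 also: 0% = plate median of compound wells and 100% = S159A mutant with DMSO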
#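 Test system: mABHD4 protein; Read-out basis: % inhibition; Incubation: 45 min + 60 min at 25 °C; Repeats: single replicate; Technique: fluorescence polarization with parallel and perpendicular emission, 525/598 nm; Compound: 8.92 µM, single dose; Benchmarks: full inhibition S159A mutant plus DMSO, zero as sample-well median.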
# UHRF1 MBD2 ctr – blocks human UHRF1 binding to methylated DNA. Q96T88. UHRF1 binding to methylated oligo, TR-FRET. inhibition, % at 4.4 µM. hit rate 0.75% among 370,000. AID 687016; in the data active = inhibition above about 21%;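 also: UHRF1 SRA domain binding a hemimethylated CpG hairpin DNA probe; 0% = median of test compound wells and 100% = reference inhibitor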
# GC-B act – GC-B (human) receptor activation | hit rate 0.11% among 370,000 | activation, % at 10 µM | P20594 | HEK293-GC-B cells, CNP EC30, cGMP TR-FRET; 0% at EC30 CNP, 100% saturating CNP;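 active = activation at 10 µM reaching about 35% in either raw or pattern-adjusted values, limit read from the data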
# HTRA1 inhibitor – HTRA1 (human) protease inhibition | Q92743 | recombinant HTRA1, FP-rhodamine activity-based probe, fluorescence polarization | inhibition, % at 5.96 µM | hit rate 0.5% among 340,000 | AID 504803; in the data active = inhibition above about 36%;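 also: 0% = enzyme with DMSO and 100% = wells lacking enzyme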
# GC-A act – GC-A (human) enzyme activation | hit rate 0.14% among 370,000 | AID 1671463 | activation, % at 10 µM | HEK293 GC-A cells, cGMP TR-FRET, EC30 ANP; 0% at EC30 ANP, 100% saturating ANP; in the data active = activation above about 40%
# Target sequence (P16066 whole entry, looked up): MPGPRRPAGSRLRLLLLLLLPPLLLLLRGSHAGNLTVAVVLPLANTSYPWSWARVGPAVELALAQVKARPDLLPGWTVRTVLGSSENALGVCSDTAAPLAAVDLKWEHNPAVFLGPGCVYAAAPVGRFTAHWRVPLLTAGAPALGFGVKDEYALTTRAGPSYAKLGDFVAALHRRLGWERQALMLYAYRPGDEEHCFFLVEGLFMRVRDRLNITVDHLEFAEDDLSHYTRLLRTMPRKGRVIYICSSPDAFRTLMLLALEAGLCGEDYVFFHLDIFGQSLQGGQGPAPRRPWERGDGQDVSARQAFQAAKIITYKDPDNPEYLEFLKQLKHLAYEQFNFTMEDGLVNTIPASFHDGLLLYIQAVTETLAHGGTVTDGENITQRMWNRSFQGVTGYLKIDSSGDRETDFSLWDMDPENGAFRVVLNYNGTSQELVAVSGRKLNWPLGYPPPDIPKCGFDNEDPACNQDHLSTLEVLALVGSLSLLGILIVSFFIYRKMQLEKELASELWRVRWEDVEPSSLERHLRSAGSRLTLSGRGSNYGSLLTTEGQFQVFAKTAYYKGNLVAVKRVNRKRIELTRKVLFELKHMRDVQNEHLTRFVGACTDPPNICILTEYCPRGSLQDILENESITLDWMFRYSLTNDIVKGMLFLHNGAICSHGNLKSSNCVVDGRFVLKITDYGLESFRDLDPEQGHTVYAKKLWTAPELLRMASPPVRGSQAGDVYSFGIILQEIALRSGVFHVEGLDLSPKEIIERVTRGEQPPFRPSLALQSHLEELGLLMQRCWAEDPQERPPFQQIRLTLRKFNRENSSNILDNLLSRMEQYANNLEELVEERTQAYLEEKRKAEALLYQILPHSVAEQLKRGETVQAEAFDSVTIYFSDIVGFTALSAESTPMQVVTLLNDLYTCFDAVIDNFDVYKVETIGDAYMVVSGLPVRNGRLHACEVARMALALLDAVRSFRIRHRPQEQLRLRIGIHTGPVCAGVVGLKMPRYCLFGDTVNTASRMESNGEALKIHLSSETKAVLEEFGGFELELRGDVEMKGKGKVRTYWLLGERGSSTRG
# SIAE primary – blocks human sialic acid acetylesterase. inhibition, % at 9.66 µM. AID 1053197. hit rate 0.69% among 370,000. Q9HAT2. SIAE FP-Rh probe binding, fluorescence polarization;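 active = inhibition above a cutoff: mean of compounds within the control limits plus 3 SD of those, cut at about 17% in these data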;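 also: 0% = plate median of compound wells and 100% = probe without SIAE protein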
# MBD2 DNA inh – MBD2-methylated oligo binding inhibition. Q9UBB5. TR-FRET, MBD2 binding to methylated oligonucleotide. inhibition, % at 4.4 µM. hit rate 0.31% among 370,000; in the data active = inhibition above about 13%
# rCAG binder – binds r(CAG) RNA repeats. hit rate 1.3% among 370,000. AID 651821. inhibition, % at 3 µM. r(CAG) RNA repeat, TO-PRO-1 dye displacement fluorescence;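 active = inhibition above the plate cutoff, the mean of all test compounds on that plate plus 3 SD, cut at about 35% in these data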;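 also: 0% = DMSO alone and 100% = 100 µM mitoxantrone as full dye displacement; higher means more dye released from RNA so lower well fluorescence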
# * = called active by the depositor; x = no result given; & = joins results of further samples. The list is partial; rates above refer to the full screens.
SMILES,TCR CD3 inh,PRMT1 inh,ABHD4 inh,UHRF1 MBD2 ctr,GC-B act,HTRA1 inhibitor,GC-A act,SIAE primary,MBD2 DNA inh,rCAG binder
Cn1cnnc1SCC(=O)Nc1ccc(F)cc1,-11.8,-4.6,-6.0,5.3,1.4,-3.3,0.4,1.3,3.6,2.2
COC(=O)c1nc(N)sc1C,5.3,-3.6,4.7,-0.2,0.9,4.8,2.4,3.8,-0.6,1.8
CCOc1ccc2c(c1)[nH]c(=S)n2C,4.1,-3.2,-1.9,38.7*,9.8,1.8,8.1,8.3,-1.3,-0.8
CCOC(=O)C1=C(C)N=c2s/c(=C/c3cccc(OCC(=O)O)c3)c(=O)n2C1c1ccc(F)cc1 (stereo not given),1.1,40.7*,-23.3,-4.5,0.0,x,-1.4,-15.8,0.7,71.5*
COC(=O)c1cc(NC(=O)CC2NCCNC2=O)cc(C(=O)OC)c1 (stereo not given),-2.8,0.1,3.5,-0.3,3.3,11.4,2.1,-0.9,2.0,2.3
Cc1sc(C(C2C(=O)CC(C)(C)CC2=O)C2C(=O)CC(C)(C)CC2=O)cc1[N+](=O)[O-],10.0,25.9*,24.1,-0.6,3.0,-4.8,4.1,6.7,0.7,17.7
CC1(C(=O)O)CCC(C(=O)Nc2cccc(F)c2)C1(C)C (stereo not given),7.3,-1.7,1.9,0.2,-2.8,5.4,-0.9,4.8,-1.8,-1.0
Cc1cc(C)cc(N=c2c([N+](=O)[O-])nn(-c3cccc(Cl)c3)n2O)c1,10.6,-2.3,13.3,-7.0,-1.0,8.4,-0.7,11.5,-4.9,4.7
COC(=O)C(CC(=O)c1ccc(Cl)cc1)c1ccccc1 (stereo not given),-1.1,-4.6,-12.5,10.7,-9.2,-8.5,-5.1,-6.3,6.2,-1.4
COc1ccc(CCn2c(NCCCN3CCOCC3)nc3c2c(=O)[nH]c(=O)n3C)cc1,0.0,0.1,9.8,-3.3,-2.9,2.4,-2.2,8.2,0.4,-8.9
Cc1ccc(-n2nnnc2SCC(=O)Nc2ccccc2N2CCCCC2)cc1C,2.4,-1.7,-4.6,3.1,2.5,-9.6,-2.0,-4.4,-4.1,1.8
C=CC[C@H](CC(=O)NCCO)C(=O)NC[C@@H](OC(=O)[C@H](CC=C)CC(=O)OC(C)(C)C)c1ccccc1,2.7,-1.2,-3.7,1.5,0.4,-1.5,-1.4,-3.6,2.1,-13.1
C=CCC1=C/C(=C\c2c(N)n3nc(CC(=O)N4CCOCC4)sc3nc2=O)C=C(OC)C1=O,5.4,2.1,1.3,10.2,0.9,0.0,0.3,-2.1,1.4,32.8
Cc1ccc(NC(=S)NNC(=O)CSc2nc3ccccc3c(=O)n2-c2ccc(Cl)cc2)cc1,x,0.5,-7.0,-5.1,-2.9,x,-0.7,-1.6,-1.3,57.4*
Cn1c(=O)c2[nH]c(SCCN)nc2n(C)c1=S,9.8,0.0,12.1,-1.6,-3.3,-1.2,-1.0,8.4,-1.5,6.4
CCSc1ncc(CO)c(N)n1,3.7,-3.1,-1.9,-2.2,1.4,2.1,6.5,0.8,-2.2,-0.6
CC(C)(C)c1ccccc1OCCOCCN1CCCCCC1,-0.2,2.4,1.3,-0.6,-4.5,-4.0,-10.2,-4.4,-0.5,-7.3
COc1ccc(N2CCN(CC(=O)Nc3cccc(S(=O)(=O)N4CCOCC4)c3)CC2)cc1,7.5,1.2,11.0,-1.6,2.0,7.1,1.5,4.4,-2.2,-2.7
CCOC(=O)CNC(=O)CSc1nnc(NC(=O)c2ccc(C)cc2)s1,1.2,-2.8,-3.0,-0.5,2.9,1.1,0.4,6.4,4.3,-1.0
C/C(=N/NC(=O)c1ccc2c(c1)OCCO2)c1ccc([N+](=O)[O-])cc1,-2.1,7.5,-7.5,5.3,4.4,-1.6,-3.6,-3.7,7.7,-1.7
O=C(O)c1cc(NS(=O)(=O)c2ccc(NCc3ccccc3)c([N+](=O)[O-])c2)cc(C(=O)O)c1,4.8,2.0,1.0,3.1,2.3,1.6,-3.7,-3.7,-2.9,11.8
C#CCN(C[C@@H]1[C@@H](OC(=O)Nc2cccs2)[C@@H](OC(=O)Nc2cccs2)Cn2c(=O)n(CCCCCC)c(=O)n21)S(=O)(=O)c1ccc(C)cc1,1.2,6.9,-29.0,13.1,2.8,-42.8,2.2,-19.7,2.4,28.9
CC(=O)Nc1ccc(S(=O)(=O)NCCCCNS(=O)(=O)c2ccc(NC(C)=O)cc2)cc1,-4.8,-4.1,-3.6,0.4,-1.0,0.6,-3.0,-4.7,4.2,4.5
Cn1c(=O)c2c(ncn2Cc2ccc(Cl)c(Cl)c2)n(C)c1=O,0.2,-0.8,0.9,0.8,23.3,10.6,6.7,-2.0,4.6,7.0
O=C(CSc1ncnc2sc3c(c12)CCC3)Nc1ccccc1C(=O)O,2.8,2.8,-5.6,2.4,-0.1,0.7,-0.2,-2.0,1.3,6.0
C/C(=N\OC(=O)Nc1ccc(Cl)cc1)c1ccc(F)c(F)c1,2.7,-1.9,-7.7,-2.4,-3.1,-39.2,4.7,-13.2,-3.2,1.3
CCOC(=O)c1sc(NC(=O)COC(=O)CNC(=O)c2ccco2)c(C(=O)OCC)c1C,-0.1,0.7,-6.2,-1.7,-11.2,3.6,-5.4,3.4,-7.0,6.5
O=C(CNc1cccc(S(=O)(=O)N2CCCC2)c1)Nc1cccc(C(F)(F)F)c1,3.2,0.6,-17.8,11.6,0.8,-9.2,0.8,-4.8,4.9,0.2
O=C(O)C1C2C=CC(O2)C1C(=O)NCc1ccccc1Br (stereo not given),1.8,30.1*,-11.1,3.5,5.3,4.2,-4.8,-2.0,7.5,0.4
C=CCNC(=O)c1cc(=O)c2ccccc2o1,1.6,-0.9,-10.1,12.2,-2.5,-0.6,2.6,-1.7,2.8,1.8
O=C(CN1CCN(Cc2ccccc2)CC1)NNC(=O)c1ccccc1,-1.4,-0.3,6.4,13.0,1.6,2.8,1.7,-7.5,1.7,1.9
NC(Cc1ccc(OC(F)F)cc1)C(=O)O (stereo not given),-2.6,-3.4,-1.5,1.6,5.6,-7.3,2.3,8.9,-2.6,0.0
CC(C)(C)[C@H]1COC(=O)[C@H](Cc2ccc(F)cc2)CC/C=C/C[C@@H](CC(=O)N[C@H](CO)Cc2ccccc2)C(=O)N1,1.7,-2.7,-0.1,3.5,5.0,4.9,-0.3,-3.2,-3.7,-0.2
Cc1ccc(NC(=O)CS(=O)CC(=O)NC23CC4CC(CC(C4)C2)C3)cc1 (stereo not given),1.1,-2.2,3.4,0.0,0.2,-3.7,0.4,3.4,-0.2,-3.4
CCOC(=O)CC1=C(C(=O)OCC)C(c2cc(OC)c(OC)cc2OC)C(C#N)=C(N)O1 (stereo not given),-10.0,-0.2,-5.6,2.5,2.5,6.5,-0.3,0.6,-8.0,-2.1
Cc1cccc(NC(=O)c2ccc([N+](=O)[O-])o2)c1C,-1.0,-2.2,-5.2,1.9,-0.4,2.4,-1.5,-5.0,2.4,-0.3
CC(C)Oc1ncnc2c1[nH]c1ccccc12,6.9,-1.1,-1.6,0.0,4.2,-3.3,-0.9,5.2,-3.5,-1.3
Cc1ccc(C)c(SCC(=O)OCC(=O)c2ccco2)c1,5.7,0.5,7.0,11.6,1.5,-1.4,-1.2,0.0,4.3,3.7
CCOC(=O)c1cc(-c2ccccc2)sc1NC(=O)CN1C(=O)NC(CC)(c2ccc(F)cc2)C1=O (stereo not given),-3.5,1.6,-1.7,24.3*,-5.1,-11.8,3.5,-21.9,2.7,15.6
O=C(NC(=S)NCCc1ccccc1)c1ccccc1F,-7.3,-3.5,-23.1,-0.9,3.1,-13.7,-0.8,-4.4,-4.0,1.3
CC1(c2cccc(Br)c2)NC(=O)N(CC(=O)c2ccc3c(c2)OCO3)C1=O (stereo not given),-4.8,6.8,7.0,1.2,3.4,-11.9,1.8,-7.0,0.1,1.5
Cc1ccc(NC(=O)CCn2cccc2)cc1,4.1,-0.5,-3.0,-1.6,0.7,2.1,0.5,0.2,-5.7,4.3
COc1ccc(S[C@]2(C(=O)N3CCCC3)CC(=O)N(C(=O)CCc3ccccc3)[C@@H]2c2ccc(OC)cc2)cc1,x,9.9,-3.2,1.1,-6.9,x,0.4,-7.5,5.4,9.3
CCOc1ccc(NS(=O)(=O)c2ccc(C(=O)NC3CCN(Cc4ccccc4)CC3)cc2)cc1,5.5,-6.1,1.6,2.0,-4.2,-6.4,-6.9,-8.0,-1.2,-0.7
Cc1cc2occ(CC(=O)OCC(=O)Nc3sc4c(c3C#N)CCC(C)C4)c2cc1C (stereo not given),0.9,-2.1,0.3,-3.6,-4.3,-0.9,5.2,9.2,-1.4,4.1
CCOc1ccc(C(N)=O)cc1OC,-5.3,2.4,-10.1,7.6,3.6,10.4,-0.5,-5.7,-0.5,2.0
CCOC(=O)c1ccccc1NC(=O)Cn1c(=O)n(Cc2ccccc2)c(=O)c2c(C)c(C)sc21,-9.7,5.4,6.4,4.4,-4.9,6.5,-3.7,-6.7,1.1,0.4
CNC(=S)Nc1ccc(N2CCN(c3ccc(C(F)(F)F)cn3)CC2)nc1,-4.4,0.7,-3.8,0.7,-1.3,x,-1.1,0.4,2.9,-2.4
OC1c2c(F)cccc2N=C2CCCCN21 (stereo not given),0.7,-0.6,4.0,13.1,0.2,x,1.7,4.0,-5.2,2.7
c1nnc(NC2=NCCCCC2)s1,-2.7,-4.8,8.4,1.6,-2.2,-0.7,0.8,-0.9,7.6,-1.8
Cc1ccc(-c2noc(C3CCCN(C(=O)c4cccc(Cl)c4)C3)n2)o1 (stereo not given),6.2,-0.4,4.7,2.0,-1.2,-6.5,-3.8,-0.2,-1.1,-1.1
CCc1nn2c(N)c(/C=C3\C=Nc4ccccc43)c(=O)nc2s1,6.0&-3.8,-1.7&0.3,-7.3&-3.8,-3.1&-4.5,0.8&-4.2,-13.3,1.4&-6.7,-10.4&-11.4,-6.0&-1.1,34.1&30.4
CCn1c(SCC(=O)Nc2cc(C)on2)nc2c(c1=O)SC(C)C2 (stereo not given),-4.7,3.7,6.9,-0.1,-5.9,-3.5,-4.2,0.3,-3.0,-4.2
O=C(CNC(=O)c1ccco1)NCc1ccc2c(c1)OCO2,5.2,-1.6,1.9,-0.5,1.9,-3.4,0.0,0.0,1.9,-0.1
COc1ccccc1CN1CCN(Cc2cc(OC)c(OC)cc2OC)CC1,1.6,0.9,21.5,-0.9,-5.1,7.7,-6.3,6.4,3.1,0.4
